High-throughput results deposited in PubChem by several laboratories.
proCasp3 act – procaspase-3 (human) activation; recombinant procaspase-3 D3A, Ac-DEVD-pNA absorbance 405 nm; activation, % at 8.5 µM; 330,000 tested, 0.11% active; AID 463141;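 active means activation above the mean of all tested compounds plus 3 SD, cut at about 21% in these data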;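 further: 0% = DMSO alone and 100% = DMSO wells spiked with extra 5 µM PC-3 D3A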
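Test system: Procaspase-3 D3A mutant; medium: Zinc-free HEPES/NaCl buffer with 0.01% Triton X-100 at pH 7.4; reagent: DEVD-pNA substrate; doses: one concentration, 8.5 µM nominal, 0.8% DMSO; times: 1 h preincubation plus 2 h reaction at 25 °C; signal: Epi-absorbance at 405 nm of released p-nitroaniline, 0 and 120 min; replicates: singlicate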
EBNA-1 inh – blocks EBNA-1 binding to DNA. EBNA-1 DNA binding, fluorescence polarization. inhibition, % at 14.8 µM. 300,000 tested, 0.34% active; in the data active means inhibition above about 28%
ZTA counter – ZTA (EBV) inhibition in EBNA-1 counter-screen | ZTA-DNA binding, fluorescence polarization | inhibition, % at 11 µM | 320,000 tested, 0.15% active | AID 2234; in the data active means inhibition above about 33%
RPL19A-GFP yeast – alters RPL19A-GFP fluorescence in TOR pathway yeast screen; S. cerevisiae RPL19A-GFP strain, flow cytometry, 3 h; hits give low values; AID 2025; 330,000 tested, 0.3% active; percent response vs DMSO, % at 10 µM;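 active means percent response vs DMSO below 50%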;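 further: median channel GFP fluorescence of the barcoded RPL19A-GFP strain; ratio of sample median GFP to plate DMSO average so 100% = DMSO; lower means less RPL19A-GFP as with rapamycin TOR inhibition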
MEP2-GFP yeast – alters MEP2-GFP fluorescence in TOR pathway yeast screen. S. cerevisiae MEP2-GFP strain, flow cytometry GFP, 3 h; 100% = DMSO control level. GFP response vs DMSO, % at 10 µM. 330,000 tested, 0.51% active;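 active means GFP response versus DMSO above a set limit, roughly screen mean plus 3 SD, cut at about 180% in these data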;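 further: median GFP fluorescence of the barcode-gated MEP2-GFP cells per well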
AHR activator – activates the human aryl hydrocarbon receptor; P35869; AHR-responsive luciferase reporter cells, luminescence; activation, % at 5 µM; 320,000 tested, 2.5% active; AID 2796; in the data active means activation above about 47%;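 further: 0% = vehicle wells and 100% = reference agonist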
LAP4 TOR yeast – alters LAP4-GFP fluorescence in TOR pathway yeast screen; GFP response vs DMSO, % at 10 µM; 320,000 tested, 0.34% active; S. cerevisiae LAP4-GFP multiplex, flow cytometry GFP, 3 h; median GFP as percent of DMSO wells;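 active means GFP response vs DMSO above a set limit, about the screen mean plus 3 SD, cut at about 150% in these data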
procasp7 counter – counter-screen for procaspase-3 activators: activators of human procaspase-7; recombinant procaspase-7, Ac-DEVD-pNA absorbance 405 nm; D23A/D198A/D206A triple mutant, cannot self-cleave; scale: DMSO 0, 5 µM enzyme 100; activation, % at 8.5 µM; 330,000 tested, 0.093% active;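 active means percent activation above the screen-wide mean plus 3 SD, cut at about 25% in these data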
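Test system: Procaspase-7 triple mutant (PC-7 D3A). Also added: Ac-DEVD-pNA substrate, 400 µM as added. Schedule: 1 h enzyme–compound preincubation and 2 h substrate reaction, both 25 °C. Signal: p-Nitroaniline absorbance at 405 nm, read at 0 and 120 min. Control set: low DMSO alone, high DMSO plus 5 µM PC-7.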
* hit, by the source's call; . = not tested or not shown.

SMILES | proCasp3 act | EBNA-1 inh | ZTA counter | RPL19A-GFP yeast | MEP2-GFP yeast | AHR activator | LAP4 TOR yeast | procasp7 counter
COc1ccccc1NC(=O)c1ccc(NC(=O)CSc2ncccn2)cc1 | 2 | 3 | -4 | 98 | 99 | 8 | 95 | 3
O=C(NP(=O)(N1CCCC1)N1CCCC1)C1=C(N2CCOCC2)/C(=C/c2cccc([N+](=O)[O-])c2)CC1 | 0 | -1 | -7 | 102 | 101 | 8 | 92 | -1
Cc1ccc(N2C(=O)CC(N(O)C3CC(=O)N(c4ccc(C)cc4)C3=O)C2=O)cc1 (stereo not given) | -2 | 4 | 12 | 99 | 99 | 0 | 102 | -6
CNc1ccccc1C(C)(C)c1ccn[nH]1 | -6 | -5 | 10 | 92 | 98 | 1 | 93 | 8
COc1ccccc1NC(=O)COc1ccc(/C=N/NC(=O)c2cccnc2)cc1 | 2 | -5 | -16 | 103 | 100 | 19 | 98 | 3
O=C(NNc1nc2cc3c(cc2s1)OCO3)c1ccc(F)cc1 | -11 | 4 | -2 | 101 | 111 | 60* | 102 | -20
CCCn1c2ccc(F)cc2c2nnc(SCCN3CCCCC3)nc21 | 2 | -17 | -30 | 101 | 107 | 12 | 96 | -5
CC(=O)NCC(c1cccs1)S(=O)(=O)c1ccc(F)cc1 (stereo not given) | 1 | -2 | -32 | 101 | 100 | 3 | 98 | 1
CC(=O)Nc1ccc(NC(=O)Cn2c(CC(=O)N3CCCC3)nc3ccccc32)cc1 | 0 | -6 | -2 | 108 | 104 | 2 | 109 | 0
Cc1ccc(-c2nnc(-c3ccccc3)o2)cc1Br | -7 | 7 | 15 | 92 | 93 | -5 | 106 | 9
CC(CN1CCCCC1)OC(=O)c1ccccc1F (stereo not given) | -1 | 1 | 8 | 93 | 102 | -1 | 94 | 4
Cc1ccc(C(=O)NCC(=O)OCC(=O)Nc2ccc(Cl)cc2C(F)(F)F)cc1C | 11 | -1 | -8 | 106 | 108 | -3 | 101 | 1
Cc1cnccc1CNC(=O)C1CCC(=O)N(Cc2ccc(Cl)cc2)C1 (stereo not given) | 1 | -12 | 1 | 100 | 97 | 4 | 90 | 10
CN(C)c1cc[n+](CC(=O)Nc2ccc(OC(F)F)cc2)cc1 | -12 | 1 | -4 | 105 | 106 | 3 | 98 | -8
CCCn1nnnc1SCC(=O)NCc1ccccc1 | 0 | -5 | -24 | 97 | 95 | 1 | 98 | -1
CC(=O)c1cccc(CN2CCN(Cc3ccccc3)C(CCO)C2)c1 (stereo not given) | -2 | -5 | 1 | 100 | 97 | 0 | 100 | 3
CCCc1cc(=O)[nH]c(NCc2ccc(Cl)cc2)n1 | 3 | -4 | -21 | 93 | 96 | 4 | 91 | 9
COc1cc(OC)cc(C(=O)NCCC(c2ccccc2)c2ccccc2)c1 | -2 | -5 | -10 | 101 | 102 | 15 | 101 | -1
Cc1cc(C)n2nc(N)c(N=Nc3ccccc3)c2n1 | -4 | 0 | -19 | 93 | 97 | 60* | 128 | -4
Cc1c(C(=O)N(C)C)sc(NC(=O)c2cc([N+](=O)[O-])cc([N+](=O)[O-])c2)c1C#N | 3 | 4 | 3 | 98 | 101 | 3 | 101 | -4
CCOC(=O)N1CCN(c2ccc([N+](=O)[O-])cc2F)CC1C (stereo not given) | -3 | -1 | -17 | 98 | 96 | 0 | 94 | -2
COc1ccc(-c2onc3ccc(Cl)cc23)cc1 | -1 | -5 | 6 | 89 | 80 | 6 | 88 | -16
O=C(Cc1cn(Cc2cccc(Cl)c2)c2ccccc12)N1CCCC1 | -3 | -7 | -2 | 95 | 91 | 3 | 91 | -3
O=C(COc1ccccc1)Nc1nc2c(s1)CCCC2 | 6 | -7 | 8 | 105 | 111 | 0 | 125 | -2
Cc1ncsc1CCC(=O)N1CCCC(Nc2ccc(C(C)C)cc2)C1 (stereo not given) | 1 | 10 | -4 | 98 | 115 | 1 | 98 | 0
CC(C)c1ccc(NC(=O)COC(=O)/C=C/c2cccc(Br)c2)cc1 | 2 | -5 | 11 | 103 | 107 | 3 | 103 | 12
CCOC(=O)C1CCN(C(=O)C2CCN(S(=O)(=O)N3CCCC3)CC2)CC1 | -2 | 0 | -5 | 106 | 105 | 0 | 98 | -2
CCN1CCN(C(=O)CSc2cc(=O)n(C)c3ccccc23)CC1 | -6 | -1 | -2 | 94 | 105 | 11 | 102 | -1
COc1ccc(CNC(=S)N2CCN(Cc3ccccc3)CC2)cc1 | 4 | -9 | -13 | 97 | 97 | 2 | 107 | -1
COCCSc1ccccc1C(=O)NCCc1ccccc1 | 1 | -1 | 12 | 101 | 96 | 15 | 99 | 3
O=S(=O)(NCCN1CCOCC1)c1ccc(-c2ccc(S(=O)(=O)NCCN3CCOCC3)cc2)cc1 | 0 | 5 | 5 | 104 | 103 | -3 | 85 | 5
CSc1nc2[nH]c3c(c2c2nncn12)CC(C)(C)OC3 | -3 | 5 | -1 | 88 | 91 | 9 | 92 | 0
COc1ccc(N(CC(=O)NCc2ccccc2C)S(=O)(=O)c2ccccc2[N+](=O)[O-])c(OC)c1 | 4 | -12 | 3 | 99 | 104 | 6 | 104 | -1
COc1ccc(NC(=S)Nc2ccc3nsnc3c2)cc1 | -8 | 20 | 38* | 100 | 109 | 34 | 98 | -20
CC(C)(C)C(=O)c1cnc(Nc2ccccc2Cl)s1 | 1 | 5 | 8 | 96 | 100 | 6 | 116 | -4
CCN1CCN(c2ccc(S(=O)(=O)N3CCCCC3)cc2NC(=O)Cc2c(Cl)cccc2Cl)CC1 | 6 | 8 | 6 | 95 | 95 | 3 | 94 | 10
Cc1cc(NNC(=O)c2ccccc2)nc(NNC(=O)c2ccccc2)n1 | 4 | 0 | 2 | 97 | 97 | -1 | 101 | 5
Cc1ccc(CCN2CC(C(=O)NCCCN(C)Cc3ccccc3)CC2=O)cc1 (stereo not given) | -3 | 6 | 7 | 97 | 188* | 1 | 86 | 3
C=CCn1cn[nH]c1=S | -2 | -17 | -9 | 97 | 100 | -1 | 118 | 0
C#CCN1c2ccccc2Sc2cccnc21 | 4 | 6 | 14 | 97 | 103 | 1 | 112 | -3

Arranged by molecular weight (descending): some entries from above
SMILES | proCasp3 act | EBNA-1 inh | ZTA counter | RPL19A-GFP yeast | MEP2-GFP yeast | AHR activator | LAP4 TOR yeast | procasp7 counter
Cc1ccc(CCN2CC(C(=O)NCCCN(C)Cc3ccccc3)CC2=O)cc1 (stereo not given) | -3 | 6 | 7 | 97 | 188* | 1 | 86 | 3
COc1ccc(CNC(=S)N2CCN(Cc3ccccc3)CC2)cc1 | 4 | -9 | -13 | 97 | 97 | 2 | 107 | -1
O=C(Cc1cn(Cc2cccc(Cl)c2)c2ccccc12)N1CCCC1 | -3 | -7 | -2 | 95 | 91 | 3 | 91 | -3
CCN1CCN(C(=O)CSc2cc(=O)n(C)c3ccccc23)CC1 | -6 | -1 | -2 | 94 | 105 | 11 | 102 | -1
COc1ccc(NC(=S)Nc2ccc3nsnc3c2)cc1 | -8 | 20 | 38* | 100 | 109 | 34 | 98 | -20
CSc1nc2[nH]c3c(c2c2nncn12)CC(C)(C)OC3 | -3 | 5 | -1 | 88 | 91 | 9 | 92 | 0

The list continues:
SMILES | proCasp3 act | EBNA-1 inh | ZTA counter | RPL19A-GFP yeast | MEP2-GFP yeast | AHR activator | LAP4 TOR yeast | procasp7 counter
COc1ccc(/C=C/C(=O)NC(=S)NNC(=O)Cc2cccs2)cc1 | 0 | 3 | 9 | 90 | 97 | 6 | 97 | -2
CN(CC(=O)Nc1ccc(Cl)cc1)C1=NS(=O)(=O)c2ccccc21 | 0 | . | 2 | 114 | 103 | 2 | 107 | -15
CON/C=N/C(=S)Nc1ncc(C(F)(F)F)cc1Cl | 3 | 5 | -12 | 84 | 92 | 12 | 78 | 11
CC(=O)Oc1cccc(N2C(=O)c3ccc(C(=O)Nc4cccnc4)cc3C2=O)c1 | -1 | -17 | -19 | 92 | 95 | 3 | 99 | 10
CC(=O)c1ccc(NC(=O)c2ccccc2Sc2ncnc3sc(C)c(C)c23)cc1 | 15 | 3 | 14 | 103 | 100 | 6 | 99 | -3
COC(=O)C1=C(O)C(C(=O)OC)C(c2ccc(C)cc2)C(C#N)(C#N)C1c1ccc(C)cc1 (stereo not given) | 3 | 14 | -22 | 97 | 110 | -2 | 95 | -4
NC(=O)C1CCN(c2ccc3c(c2)S(=O)(=O)c2ccccc2C3=O)CC1 | 3 | 5 | 8 | 101 | 95 | 14 | 111 | -7
COc1ccc(/C=N/N=C2/NC(=O)C(CC(=O)O)S2)cc1OCc1ccc(Cl)cc1Cl (stereo not given) | 11 | 10 | 27 | 97 | 97 | -1 | 84 | -1
CCOc1ccc(NC(=S)NCc2ccc3[nH]c(C)cc3c2)cc1 | 8 | -1 | -21 | 101 | 104 | 16 | 97 | -9
Cc1cn(C(=O)c2cccc(Br)c2)c(C)n1 | 5 | -4 | 8 | 95 | 103 | 1 | 115 | -2
COc1ccc(-c2nnnn2C)cc1S(=O)(=O)Nc1ccc(C)cc1C | 11 | -2 | 12 | 107 | 104 | 9 | 101 | 1
CCc1nnc(NC(=O)CCN(c2ccc(C)cc2)S(=O)(=O)c2ccccc2)s1 | 6 | 6 | 7 | 99 | 96 | 0 | 101 | 0
Cc1oc(-c2cc(F)ccc2F)nc1CN(C)Cc1ccc2nccnc2c1 | -3 | 1 | -5 | 103 | 111 | 2 | 111 | 10
CCCCn1nc(C(=O)Nc2ccc3c(c2)OCCO3)c2ccccc2c1=O | 4 | . | -14 | 93 | 91 | -2 | 94 | 8
CCC(=O)OCC(=O)c1cc(C)n(-c2ccc(Br)cc2)c1C | 2 | 9 | 20 | 98 | 92 | 1 | 96 | 2
O=C(COC(=O)c1ccccc1O)NCC1COc2ccccc2O1 (stereo not given) | 2 | . | 0 | 100 | 97 | 1 | 101 | 10
Cc1ccc(C(=O)O/N=C/C2=C(Cl)c3ccccc3CC2)cc1 | -5 | -2 | 6 | 99 | 95 | -2 | 94 | 5
